# E coli RNAP: inhibitors of Escherichia coli RNA polymerase. P0A8V2. E. coli RNA polymerase, fluorescence transcription assay. inhibition, %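 (tested at 10 µM)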. 0.2% of 62,000 active; in the data active = inhibition above about 20%;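 also: 0% = enzyme without compound and 100% = no enzyme blank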
# CatB mixtures: human cathepsin B inhibition by mixtures; P07858; Purified cathepsin B, AMC dipeptide fluorescence, compound mixtures; inhibition, %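 (ten-compound pools at 5 µM per compound and 50 µM total)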; 0.06% of 62,000 active; in the data active = inhibition above about 22%, passing the limit was not always enough;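 also: 0% = enzyme without compound and 100% = no enzyme blank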
# CatB block: human cathepsin B inhibition; AID 453; purified cathepsin B, fluorogenic substrate, fluorescence; 0.1% of 63,000 active; P07858; inhibition, %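 (tested at 10 µM)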; in the data active = inhibition above about 21%;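 also: 0% = enzyme with no compound and 100% = no enzyme blank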
# D1 allo mod: allosterically modulates the human D1 dopamine receptor | HEK293 D1, CRE-luciferase, dopamine EC30 potentiation; actives deviate in either direction | P21728 | B-score at 10 µM | AID 641 | 5.9% of 58,000 active;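 active = luminescence count or its row- and column-corrected plate score outside the 99.7% band of the plate's sample wells, on either side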
# Target sequence (P21728 whole entry, looked up): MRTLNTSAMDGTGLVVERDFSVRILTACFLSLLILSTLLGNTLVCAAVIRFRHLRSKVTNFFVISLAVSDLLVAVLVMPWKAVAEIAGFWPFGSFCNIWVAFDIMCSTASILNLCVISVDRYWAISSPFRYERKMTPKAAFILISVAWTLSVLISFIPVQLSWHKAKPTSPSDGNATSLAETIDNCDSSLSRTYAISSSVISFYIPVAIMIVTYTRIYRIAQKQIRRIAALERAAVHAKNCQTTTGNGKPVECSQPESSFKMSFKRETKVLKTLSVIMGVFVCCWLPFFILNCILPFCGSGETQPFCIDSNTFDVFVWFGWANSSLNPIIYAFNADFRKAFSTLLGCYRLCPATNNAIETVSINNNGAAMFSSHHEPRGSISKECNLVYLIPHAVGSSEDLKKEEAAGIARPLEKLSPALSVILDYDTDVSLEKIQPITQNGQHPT
# Hsp90 inh: displaces geldanamycin probe from tumor Hsp90; P07900; NCI-N417 lysate Hsp90, Cy3B-geldanamycin FP displacement; inhibition, % at 30 µM; 0.35% of 64,000 active;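 active = inhibition above 50%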;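 also: 0% = tracer plus lysate wells and 100% = tracer alone without lysate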
# AP complement: orthogonal test for alternative complement pathway inhibitors. Human serum alternative complement pathway, LPS-coated ELISA, C3 deposition; tested in compound mixtures. inhibition, % at 5 µM. 0.08% of 62,000 active. AID 1235;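 active = inhibition above 30% in each of the two pooled mixtures holding the compound, so the lower value exceeds 30%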;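 also: 0% = serum in Mg-EGTA without compound and 100% = EDTA serum blank; some compounds past the cut are filed as inactive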
#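 Medium: diluted human serum in Mg2+-EGTA GVB++. Assay system: human serum complement alternative pathway, C3 deposition onto LPS. Also added: Plate-bound LPS. Technique: Anti-C3 ELISA, OD 450 nm. Measure: percent inhibition. Incubation: 1 h at 37 °C. Dosing: 5 µM each compound, pools of ten, 50 µM per pool.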
# Cdc25B inh: inhibitors of human Cdc25B phosphatase; P30305; recombinant Cdc25B, OMFP fluorescence Ex485/Em525; inhibition, %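 (compounds tested at 10 µM final in the well)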; 0.1% of 65,000 active; AID 368; in the data active = inhibition above about 50%
# Target sequence (P30305 whole entry, looked up): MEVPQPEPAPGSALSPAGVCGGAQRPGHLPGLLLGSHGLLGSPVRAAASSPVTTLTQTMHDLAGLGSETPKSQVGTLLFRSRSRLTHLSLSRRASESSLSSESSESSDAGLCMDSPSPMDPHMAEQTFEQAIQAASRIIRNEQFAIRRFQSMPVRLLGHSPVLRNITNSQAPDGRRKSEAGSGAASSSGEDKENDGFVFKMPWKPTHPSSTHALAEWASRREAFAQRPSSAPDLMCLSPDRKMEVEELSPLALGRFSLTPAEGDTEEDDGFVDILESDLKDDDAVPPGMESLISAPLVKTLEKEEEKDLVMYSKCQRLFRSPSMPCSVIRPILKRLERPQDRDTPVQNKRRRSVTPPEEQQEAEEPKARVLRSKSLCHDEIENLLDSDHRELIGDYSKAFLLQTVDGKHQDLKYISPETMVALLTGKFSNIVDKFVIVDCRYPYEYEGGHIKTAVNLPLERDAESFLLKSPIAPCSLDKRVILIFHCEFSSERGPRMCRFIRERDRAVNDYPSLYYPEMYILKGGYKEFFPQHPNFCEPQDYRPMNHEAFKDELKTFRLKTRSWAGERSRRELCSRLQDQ
# tolC growth inh: growth inhibitors of E. coli BW25113 tolC mutant | OD615 | growth inhibition, % at 10 µM (by protocol) | 2.2% of 65,000 active;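 active = growth inhibition at or above a cutoff equal to the mean over every tested compound plus 3 SD, cut at about 60% in these data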;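 also: growth measured after 20 h incubation at 37 °C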
#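 Test system: tolC-deleted E. coli BW25113 | Medium: LB with kanamycin 50 µg/mL | Compound dosing: Single concentration, 10 µM final per compound | Schedule: 37 °C, 20 h exposure | Measured by: OD at 615 nm | Evaluation: Percent growth inhibition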
# DUSP1 inh: blocks human MKP-1 phosphatase activity; P28562; recombinant MKP-1, OMFP hydrolysis fluorescence; inhibition, %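 (compounds tested at a single concentration somewhere between 10 and 100 µM)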; 0.15% of 65,000 active; AID 374;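 active = inhibition above about 50%, limit read from the data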;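 also: 0% = DMSO max control wells and 100% = wells with enzyme stopped by NaOH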
# * hit, by the source's call; . = no result given.
SMILES,E coli RNAP,CatB mixtures,CatB block,D1 allo mod,Hsp90 inh,AP complement,Cdc25B inh,tolC growth inh,DUSP1 inh
c1ccc2oc(SCc3nc4ccccc4s3)nc2c1,.,2.7,-0.2,0.00638,-7.1,17.3,-8.8,61.5*,4.2
CCN(CC(=O)Nc1ccc2c(c1)CCC2)Cc1nc2ccccc2c(=O)[nH]1,1.0,4.9,-5.2,.,-3.0,13.0,2.4,16.9,11.9
CS(=O)(=O)N(CC(=O)O)c1ccc(Oc2ccccc2)cc1,1.4,-4.0,-2.6,0.155,41.8,15.3,-8.8,-7.0,0.6
Cc1nc(NCC2CCCO2)nc2c1C(=O)CC(C)(C)C2 (stereo not drawn),12.4,1.7,7.5,.,-2.9,2.8,2.0,-14.8,-5.5
CCc1ccc(NC(=O)N(CCCN2CCOCC2)C(C)c2cc3cccc(OC)c3o2)cc1 (stereo not drawn),2.0,-1.0,3.0,0.0485,-1.8,23.5,16.2,25.9,10.4
O=C(CSc1nnc(-c2ccco2)o1)NC(=O)Cc1ccccc1,4.5,1.2,4.6,-0.582,-7.2,4.2,23.0,-20.1,18.3
Cc1ccc(C(=O)NC2CCCCCC2)o1,3.2,-0.8,3.7,0.0416,2.0,-4.3,-4.6,-9.8,-2.0
Cc1cccc2sc(NC(=O)c3ccc(Cl)s3)nc12,14.6,-1.5,0.9,-1.21,-1.7,1.9,-29.8,13.8,1.4
COc1ccccc1-c1nc(NC(C)=O)n[nH]1,3.4,4.5,2.5,.,.,3.3,-5.2,-7.3,2.8
CC1CN(c2nc3c(c(=O)n(C)c(=O)n3C)n2Cc2c(F)cccc2Cl)CC(C)O1 (stereo not drawn),11.6,-5.9,-0.5,0.167,-1.9,-16.9,2.9,5.3,-1.9
COc1ccccc1Nc1nc(C)cs1,8.2,2.2,6.3,-0.743,-3.9,8.0,-8.1,2.6,-18.0
CC(=O)Nc1sc2c(c1C#N)CCCCC2,21.8*,-7.5,2.8,1.15,-0.2,-0.8,-13.3,2.2,-0.9
Clc1c(CSc2nc3ccccc3o2)nc2sccn12,10.4,6.5,-1.1,-1.05,-1.4,14.0,-8.4,19.2,-3.8
Cc1ccc(Nc2nc(N)nc(CSc3nccn3C)n2)cc1,8.8,1.2,2.0,1.34,0.5,20.9,-14.9,-0.3,-1.3
COc1ccc(OCc2nnc(SC(C)C(=O)Nc3nccs3)n2-c2ccccc2)cc1 (stereo not drawn),0.6,6.2,-0.4,-0.0648,2.0,16.4,-5.9,19.8,13.1

# 5 entries from above, with values under each structure.
# Every second line gives: E coli RNAP, CatB mixtures, CatB block, D1 allo mod, Hsp90 inh, AP complement, Cdc25B inh, tolC growth inh, DUSP1 inh
CC1CN(c2nc3c(c(=O)n(C)c(=O)n3C)n2Cc2c(F)cccc2Cl)CC(C)O1 (stereo not drawn)
  11.6, -5.9, -0.5, 0.167, -1.9, -16.9, 2.9, 5.3, -1.9
Cc1nc(NCC2CCCO2)nc2c1C(=O)CC(C)(C)C2 (stereo not drawn)
  12.4, 1.7, 7.5, ., -2.9, 2.8, 2.0, -14.8, -5.5
COc1ccccc1Nc1nc(C)cs1
  8.2, 2.2, 6.3, -0.743, -3.9, 8.0, -8.1, 2.6, -18.0
Cc1ccc(C(=O)NC2CCCCCC2)o1
  3.2, -0.8, 3.7, 0.0416, 2.0, -4.3, -4.6, -9.8, -2.0
CCc1ccc(NC(=O)N(CCCN2CCOCC2)C(C)c2cc3cccc(OC)c3o2)cc1 (stereo not drawn)
  2.0, -1.0, 3.0, 0.0485, -1.8, 23.5, 16.2, 25.9, 10.4

# Additional structures
SMILES,E coli RNAP,CatB mixtures,CatB block,D1 allo mod,Hsp90 inh,AP complement,Cdc25B inh,tolC growth inh,DUSP1 inh
CCCc1nnc(NC(=O)C2CCCO2)s1 (stereo not drawn),1.9,2.3,0.7,-0.615,-5.0,-1.7,0.2,-26.8,-14.5
COc1ccc(CCNC(=O)Cn2cnc3c(cnn3-c3ccccc3Cl)c2=O)cc1OC,6.8,4.4,-1.6,0.163,-3.6,13.2,-15.8,-9.9,2.3
CCOC(=O)c1[nH]c2cc3c(cc2c1NC(=O)CN1CCC(C)CC1)OCO3,1.1,.,-3.4,.,-2.7,.,-22.4,6.7,-20.5
Cc1cc(C)nc(SC2CCCCC2O)n1 (stereo not drawn),13.3,4.9,2.0,-0.0995,-4.6,4.5,-5.3,-17.5,6.6
O=C(COC(=O)COc1ccccc1)Nc1ccccc1OC(F)F,3.4,2.2,2.9,.,0.4,4.5,-8.1,-16.9,0.2
CCC(=O)Nc1cccc(-c2nc3ccccc3o2)c1,-0.5,0.6,1.6,.,1.6,-9.2,-2.9,26.9,-1.6
COc1cc(C2/C(=C(/O)c3ccc(F)cc3)C(=O)C(=O)N2CCCC(=O)O)ccc1O (stereo not drawn),-4.0,-3.3,2.8,-3.9*,-5.1,-7.6,-4.9,0.0,9.7
Cc1ccccc1CSc1nc2n(n1)C(c1cccs1)C1=C(CCCC1=O)N2 (stereo not drawn),7.8,5.8,0.9,.,-5.7,7.7,3.6,100.0*,23.9
COC(=O)C(NC(=O)c1ccco1)(Nc1ccc(Br)cn1)C(F)(F)F (stereo not drawn),.,.,3.1,-0.5,-2.7,.,-21.2,-0.6,-25.7
Cc1ccc(Cn2nnc3c(=O)[nH]c(C4CCN(C(=O)Cc5cccs5)CC4)nc32)cc1,7.6,4.3,5.1,-0.0225,-6.0,14.7,4.5,27.4,29.2
CC(=O)Oc1c(C)cc(O)c2ccccc12,14.7,4.1,3.9,-0.913,6.0,10.5,17.3,3.6,23.3
CCOC(=O)c1ccc(NC(=O)C2=C(C)Nc3nc(CCCO)nn3C2c2ccc(OC)cc2)cc1 (stereo not drawn),-1.7,-1.9,2.7,-0.0343,2.7,20.0,-2.2,-3.5,30.4
Cc1ccc(S(=O)(=O)Cn2nnnc2C(C)N2CCN(C(=O)c3ccco3)CC2)cc1 (stereo not drawn),-4.3,4.3,2.5,-0.557,-1.4,-13.9,-12.7,3.6,7.0
COc1cccc2c1nc(C)c1cc(C)oc12,11.6,0.3,7.3,-0.789,-2.2,8.0,0.9,9.7,11.8
O=C(O)c1ccccc1C(=O)N1CCN(c2ccccc2)CC1,-9.9,-6.6,-0.5,.,0.1,17.4,-19.4,5.7,-2.6
Cc1cc(C)nc(SCc2csc(N)n2)n1,5.8,8.3,-1.6,-0.304,-1.2,8.0,-14.6,-6.4,-8.0
CC(C)N(Cc1nc(-c2ccccc2)no1)C(=O)c1ccc(Cl)cc1,-0.1,1.8,-4.8,-0.0249,-1.0,8.2,2.6,68.2*,2.0
COC(=O)CSCC(=O)Nc1cc2c(cc1C(C)=O)OCO2,.,.,-0.2,.,-3.3,.,1.6,18.5,-16.4
C/C(Cl)=C\Cn1c(N2CCCC2)nc2c1c(=O)[nH]c(=O)n2C,12.5,14.0,1.3,10.5*,-8.5,8.7,4.0,-2.8,-18.1
CCN(Cc1ccncc1)C(=O)c1cccs1,-1.7,-1.5,1.7,0.275,-4.1,3.1,-7.8,-0.3,3.4
CNC(=O)c1ccccc1NC(=O)c1c(O)c2c([nH]c1=O)CCCC2,5.6,-6.2,1.9,0.375,-3.3,17.1,-1.1,10.4,10.1
O=C(O)c1oc2ccccc2c1CN1CCN(c2ccccc2)CC1,4.4,-1.0,3.4,0.0192,-3.4,3.3,1.2,-7.1,-8.0
CCOC(=O)C1CCCN(c2ncnc3c2cnn3-c2cccc(C)c2)C1 (stereo not drawn),-0.1,7.3,2.6,.,-1.4,12.9,-10.0,46.8,5.4
O=C(CSc1nc(C2CCCCC2)n(-c2ccccc2)n1)NCCN1C(=O)CSC1=O,10.9,4.8,0.3,-0.299,1.7,8.4,1.5,2.3,9.7
CCOc1ccccc1-n1c(SCC(N)=O)nnc1-c1ccco1,9.8,3.9,1.9,-0.0151,4.8,1.9,13.0,-7.9,-15.6
COc1ccc(-n2c(Cn3c(=O)sc4ccccc43)nnc2SCC(N)=O)cc1,5.2,4.3,-2.3,0.501,2.9,24.0,-3.0,-3.1,4.3
COc1ccc(CCn2nnnc2C(c2ccc(C)cc2)N2CCN(C)CC2)cc1OC (stereo not drawn),0.7,-3.9,4.3,-0.403,-4.7,-10.6,-7.1,-18.5,0.2
CS(=O)(=O)Nc1ccccc1Oc1ccccc1,2.9,-1.7,0.7,0.728,-3.4,9.7,-12.9,-6.4,-0.2
Cc1c(C(=O)Nc2ccc(-n3cnnn3)cc2)oc2ccccc12,9.9,1.4,0.0,0.323,-1.1,-9.6,3.1,-17.9,16.1
CCOc1cc(C2C3=C(CCCC3=O)N(C)C3=C2C(=O)CCC3)cc(Cl)c1O,2.6,5.3,2.3,1.12,18.2,7.2,-6.9,-2.9,-1.1

# Reformatted: 2 of the compounds above
Structure | E coli RNAP | CatB mixtures | CatB block | D1 allo mod | Hsp90 inh | AP complement | Cdc25B inh | tolC growth inh | DUSP1 inh
CCOc1ccccc1-n1c(SCC(N)=O)nnc1-c1ccco1 | 9.8 | 3.9 | 1.9 | -0.0151 | 4.8 | 1.9 | 13.0 | -7.9 | -15.6
COc1ccc(-n2c(Cn3c(=O)sc4ccccc43)nnc2SCC(N)=O)cc1 | 5.2 | 4.3 | -2.3 | 0.501 | 2.9 | 24.0 | -3.0 | -3.1 | 4.3

# Following part:
SMILES,E coli RNAP,CatB mixtures,CatB block,D1 allo mod,Hsp90 inh,AP complement,Cdc25B inh,tolC growth inh,DUSP1 inh
CCOc1cc(N2C(=O)CC3CS(=O)(=O)CC32)c(OCC)cc1NC(=O)c1ccccc1 (stereo not drawn),0.7,-1.4,6.4,0.191,0.1,5.6,-10.0,-8.3,20.8
CCOC(=O)C1CCCN(c2nc3ccccc3nc2C(C#N)C(=O)OC(C)C)C1 (stereo not drawn),5.8,.,2.7,0.646,-1.8,.,25.6,8.2,-9.2
Cc1ccc(-c2[nH]nc3c2C(c2ccccc2OC(=O)N2CCOCC2)C(C#N)=C(N)O3)cc1 (stereo not drawn),3.4,1.6,2.9,0.345,2.2,12.2,-19.1,16.9,37.1
CC(=O)c1ccc(NC(=O)CSc2nnc(Cc3cccn3C)n2-c2ccc(F)cc2)cc1,5.2,1.9,0.8,0.0562,87.3*,22.1,-8.1,7.4,16.6
C(=N\n1cnnc1)/c1ccccc1OCCOc1ccccc1,1.9,4.7,-4.2,0.713,-3.3,12.4,-1.5,3.1,-17.7
CN1CCN(c2ccc(NC(=O)c3cccc(OCc4ccccc4)c3)cc2)CC1,9.4,-3.8,4.5,-5.89*,7.5,-7.1,1.8,7.9,-16.1
CC(C)CCNC(=O)CN(Cc1ccc2c(c1)OCO2)C(=O)Cn1nnc(-c2cccs2)n1,3.2,-0.2,2.2,-1.25,3.4,-6.1,4.2,57.9,-27.2
c1ccc2c(c1)CCN(c1nc3cc4c(cc3s1)OCO4)C2,3.8,2.4,1.4,-1.84,1.3,10.5,1.7,14.6,5.9
Cc1cc(C)n2nc(C(=O)Oc3ccc4c(c3)OCO4)nc2n1,6.0,3.9,0.6,0.128,.,15.3,1.6,16.5,7.2
O=C(CSc1ccccc1C(=O)O)NCc1ccco1,-2.9,3.9,1.4,.,0.4,9.6,-9.4,-18.2,22.3
Brc1cccc(-c2nnc3sc(CN4CCCCC4)cn23)c1,6.8,4.3,7.3,2.27,-0.4,6.2,-2.5,-1.9,6.0
CCCCC(C(=O)NCCC(C)C)N(CCCN1CCOCC1)C(=O)c1snc(C(N)=O)c1N (stereo not drawn),1.3,3.2,0.0,0.922,-5.6,1.3,-5.6,-6.6,7.2
CN(CP(=O)(O)CCc1ccccc1)S(C)(=O)=O,12.5,2.9,6.2,0.924,-5.3,5.9,-12.8,-5.6,2.2
NC(=O)c1ccccc1OCC(=O)NS(=O)(=O)c1ccccc1,8.9,4.5,4.0,-0.0308,-2.7,-6.0,-2.8,-17.7,7.0
COc1ccc(S(=O)(=O)NCCSc2ccccc2)cc1OC,4.5,3.0,2.2,0.657,.,10.8,0.5,11.3,8.4
